# Vif-A3G inh = qHTS for Inhibitors of Vif-A3G Interactions: qHTS. HeLa A3G-eYFP + Vif (tagged APOBEC3G with the HIV-1 protein that degrades it), YFP fluorescence, overnight. 410,000 tested, 0.076% active. AID 602310, 2012. DNA dC->dU-editing enzyme APOBEC-3G (Homo sapiens), Q9HC16. Potency, µM (titrated, usually from 46.1 µM), without a hit: top-dose activity, negative = active, most hits filed as inhibitors;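 note: potency is the fitted concentration of half-maximal effect; % is set by controls: 0 for no effect and ±100 for the full control effect; nearly all actives have a fitted effect of over 60% in size; hits raise eYFP signal because A3G escapes Vif-driven loss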
# Target sequence (Q9HC16 whole entry, looked up): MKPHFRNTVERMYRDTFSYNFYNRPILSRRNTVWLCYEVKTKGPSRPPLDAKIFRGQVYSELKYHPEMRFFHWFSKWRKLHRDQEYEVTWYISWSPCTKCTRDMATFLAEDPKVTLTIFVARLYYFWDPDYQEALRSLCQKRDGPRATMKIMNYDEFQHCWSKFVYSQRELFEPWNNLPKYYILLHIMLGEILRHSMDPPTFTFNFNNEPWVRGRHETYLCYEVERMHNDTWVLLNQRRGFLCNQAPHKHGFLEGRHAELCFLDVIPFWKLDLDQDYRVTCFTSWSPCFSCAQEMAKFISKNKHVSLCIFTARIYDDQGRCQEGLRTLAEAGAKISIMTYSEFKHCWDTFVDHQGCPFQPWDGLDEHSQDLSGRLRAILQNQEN
#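 HeLa cells stably expressing Vif and C-terminally eYFP-tagged A3G, seeded overnight at 37 deg C, then exposed to compound by pintool overnight at 37 deg C. Rise in yellow fluorescence (Ex 488/Em 500-530, Acumen) marks blocked Vif-driven A3G degradation.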
# LDHA inh = qHTS assay for inhibitors of human lactate dehydrogenase; L-lactate dehydrogenase A chain (Homo sapiens), P00338; purified LDHA, NADH/diaphorase-resazurin fluorescence; active compounds read low; activity change, % (values are at about 110 or 230 µM); 480,000 tested, 0.15% active; AID 1347041, 2019; in the data active = activity change below about -30%; inconclusive = mostly about -25% to -30%;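 note: plate controls were DMSO wells for no effect and wells without enzyme for full effect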
#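 Human LDH5 (2 nM) was incubated with 0.06 mM NADH and 0.2 mM pyruvate for 5 min at room temperature in Tris pH 7.4. Remaining NADH was coupled through diaphorase/resazurin, and resorufin fluorescence was read at 0 and 20 min.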
# D1 PAM = Potentiators of Human D1 Dopamine Receptor: qHTS. D(1A) dopamine receptor (Homo sapiens), P21728. HEK293 TREx D1 cells, calcium flux, dopamine EC20 potentiation. 360,000 tested, 0.036% active. potentiation, % at 10 µM; in the data active = potentiation above about 30%; note: 0% is about no effect
# Target sequence (P21728 whole entry, looked up): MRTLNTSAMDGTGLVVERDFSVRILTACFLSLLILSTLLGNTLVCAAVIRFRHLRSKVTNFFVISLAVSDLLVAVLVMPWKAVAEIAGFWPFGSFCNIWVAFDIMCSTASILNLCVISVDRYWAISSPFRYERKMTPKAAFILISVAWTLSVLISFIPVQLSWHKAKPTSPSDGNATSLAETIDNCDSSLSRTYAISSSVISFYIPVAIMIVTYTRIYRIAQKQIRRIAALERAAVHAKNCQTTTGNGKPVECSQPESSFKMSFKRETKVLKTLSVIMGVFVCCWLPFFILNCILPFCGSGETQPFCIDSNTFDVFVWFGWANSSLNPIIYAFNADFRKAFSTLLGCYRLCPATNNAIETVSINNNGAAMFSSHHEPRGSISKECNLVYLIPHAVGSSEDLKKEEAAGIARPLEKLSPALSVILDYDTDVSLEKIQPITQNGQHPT
# Glioma ERSR ind = qHTS for Inducers of the Endoplasmic Reticulum Stress Response (ERSR) in Human Glioma: qHTS. U87-MG GRP78 promoter luciferase reporter, 16 h. Potency, µM, for the others: at the highest dose activation, usual class: activators. 420,000 tested, 0.02% active. AID 602332, 2012; note: potency is the fitted concentration of half-maximal effect; series mostly up to about 76 µM; % of control where 0% means no effect; nearly all actives have a fitted effect of over 35% in size
#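 Stably transfected U87-MG glioma cells carrying a GRP78-based luciferase sensor; 16 h compound incubation. Luminescence end-point read 10 min after Bright-Glo addition at room temperature.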
# Vif-APOBEC3F blk = qHTS for Inhibitors of Vif-A3F Interactions: qHTS; HeLa A3F-eYFP + Vif (tagged APOBEC3F with the HIV-1 protein that degrades it), YFP fluorescence increase; Potency, µM (top dose mostly 46.1 µM), for inactives: top-dose activity, negative = active; 390,000 tested, 0.2% active; note: potency is the fitted concentration of half-maximal effect; % of control where 0% means no effect; nearly all actives have a fitted effect of over 65% in size
#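 HeLa cells stably expressing A3F-eYFP plus Vif, plated and incubated overnight at 37 deg C, then exposed to compounds overnight at 37 deg C. Blocked degradation read as raised yellow fluorescence (Ex 488/Em 500-530).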
# D1 antagonist = Antagonist of Human D 1 Dopamine Receptor: qHTS; D(1A) dopamine receptor (Homo sapiens), P21728; HEK293 TREx D1 cells, calcium flux, dopamine EC80; active compounds read low; activity change, negative = inhibition, % at 10 µM; 360,000 tested, 3.2% active; AID 504652, 2011; in the data active = activity change below about -30%; note: % is set by controls: 0 for no effect and ±100 for the full control effect
#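 Calcium flux readout: force-coupled, inducible Hek293 Trex D1 line, cells induced overnight at 30 C with tetracycline, dye-loaded 30–90 min at RT. Antagonism scored against EC80 dopamine challenge given 180 s after compound.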
# RXFP1 ag = qHTS Assay for Agonists of the Relaxin Receptor RXFP1. Potency, µM (series often up to 57.5 µM), inactives show top-dose activation, usual class: activators. HEK293T-RXFP1 cAMP TR-FRET, 30 min; response scale: percent of porcine relaxin response, buffer zero. 370,000 tested, 0.3% active; note: potency is the fitted concentration of half-maximal effect; % is set by controls: 0 for no effect and ±100 for the full control effect; nearly all actives have a fitted effect of over 60% in size; many of its hits are not listed in these tables
#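 HEK293T cells stably expressing RXFP1 were pretreated with the PDE4 inhibitor Ro 20174, exposed to compounds for 30 min at 37C, lysed, and cAMP was read by TR-FRET. Data normalized to buffer (basal) and 29 nM porcine relaxin (100%).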
# D1 agonist = Allosteric Agonists of the Human D1 Dopamine Receptor: qHTS. activation, % at 2 µM. 360,000 tested, 1% active. HEK293 T-REx D1 cells, calcium flux, agonist mode. D(1A) dopamine receptor (Homo sapiens), P21728. AID 504660, 2011; in the data active = activation above about 30%; note: 0% is about no effect
#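 Agonism was scored from calcium flux recorded over 180 s (1 read/s) after pintool compound addition, following a 10-cycle baseline. Cells were inducible force-coupled HEK293 TREx D1, plated overnight at 30 C and loaded with no-wash calcium dye.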
# D2 PAM = HTS Assay for Positive Allosteric Modulators of the Human D2 Dopamine Receptor: Primary Screen for Potentiators. D(2) dopamine receptor (Homo sapiens), P14416. HEK293 T-REx D2, calcium flux, EC20 dopamine potentiation. potentiation, % at 10 µM. 340,000 tested, 0.34% active. AID 485347, 2010;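 active = potentiation over 3 SD above the plate norm, cut at about 30% in these data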; note: 0% is about no effect
#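 Potentiation of an EC20 dopamine calcium response is measured in a force-coupled, tetracycline-inducible Hek293 Trex D2 line. Compound-only kinetic reads over 180 s flag agonists before dopamine addition.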
# * hit, by the source's call; ? = inconclusive; · = no result given; & = joins results of further samples. Unless noted, calls come from the whole dose curve; as a rule, active = well fitted curve in the direction sought with a large enough effect; inconclusive = small, poorly fitted or top-dose-only effect, or another doubt; inactive = no such curve, though single readings can be large; an effect the other way counts as inactive or inconclusive.
SMILES,Vif-A3G inh,LDHA inh,D1 PAM,Glioma ERSR ind,Vif-APOBEC3F blk,D1 antagonist,RXFP1 ag,D1 agonist,D2 PAM
NC(=O)c1cc(S(=O)(=O)NCc2cccc(Br)c2)cs1,2%&5%,2&-10,-13&-2,-5%&-3%,-2%&2%,-10&2,1.5%&-1.3%,0&0,8&1
O=C(N/C(=N\O)c1ccccc1)Nc1ccc(Cl)cc1,4%,3,-1,-4%,0%,-16,0.8%,9,21
CC(C)NC(=O)N(C)C[C@@H]1OCc2cnnn2CCCC(=O)N([C@H](C)CO)C[C@H]1C,1%,0,·,-5%,5%,·,·,·,·
CCN1CCN(Cc2ccc(NC(=O)c3ccc(C)c(NC(=O)C[C@@H]4NC(=O)[C@H](Cc5ccccc5)NC4=O)c3)cc2C(F)(F)F)CC1,0%&2%,0&-5,0,0%&-7%,-2%&6%,8,-3.8%,3,-5
Cc1cccn2c(=O)c3cc(C(=O)NCCN4CCOCC4)c(=N)n(CCc4ccccc4)c3nc12,0%,-1,4,-7%,2%,-7,7.8%,2,3
COc1ccc(C2CC(=O)c3c([nH]c(C(=O)OCCOc4ccccc4)c3C)C2)cc1OC (stereo not drawn),2%,-1,-4,-3%,2%,-12,-4.5%,11,2
CSc1ncccc1C(=O)Nc1ccc2c(c1)OCCO2,-8%,-10,·,1%,-12%,·,·,·,·
CCOC(=O)Nc1ccc(S(=O)(=O)Nc2nc(C)cc(C)n2)cc1,-1%,1,-2,-3%,-8%,2,3.3%,0,5
CCn1nnc(NC(=O)c2cc3ccccc3o2)n1,-7%,-4,-3,1%,0%,-7,-1.5%,0,6
CC(=O)NCCCc1nc2ccccc2n1Cc1ccccc1F,-8%,-8,2,1%,13%,-2,0.4%,1,0
CN(Cc1ccccc1)C(=O)COc1cc(Cl)ccc1Cl,-1%,2,-1,13%,-11%,-1,-3.4%,3,·
Cc1ccc(NC(=O)CSc2nnc(-c3ccncc3)o2)cc1C,6%,-6,6,14%,4%,3,0.8%,1,-3
CCCCCc1ccc(-c2cn(Cc3ccc4ccccc4c3)nn2)cc1,4%&-4%,0,2,-3%&1%,3%,1,0.1%,2,-4
CC12COC3(C(=O)N4CCN(c5ccccn5)CC4)CC1CCC32C (stereo not drawn),-1%,1,0,-3%,3%,-7,0.0%,2,-1
CC(C)CCNC(=O)c1csc2c1CCCCC2,-9%,0,-10,5%,5%,-17,4.8%,7,-1
Cc1cccc(CNC(=O)c2ccc(NC(=O)C3=CSCCO3)cc2)c1,1%,-1,-2,9%,-1%,3,-1.2%,2,-4
CC(=O)N1CCc2cc(S(=O)(=O)CCC(=O)NCCc3ccc(Cl)cc3)ccc21,-1%,-7,-6,-2%,7%,3,0.7%,7,4
Cc1ccc(S(=O)(=O)c2nnn3c2nc(NCc2ccc(F)cc2)c2sccc23)cc1C,-1%,-2,-1,-5%,-3%,2,?,5,-1
CC(OC(=O)c1ccc(NS(=O)(=O)c2ccc3[nH]c(=O)[nH]c3c2)cc1)C(=O)Nc1ccc(Cl)cc1 (stereo not drawn),-3%,-8,-6,-3%,-3%,-5,-0.1%,1,4
CCOc1ccc(Nc2cc(=O)oc3ccccc23)cc1,-17%,-6,-3,-1%,-11%,5,1.7%,2,21
O=c1c2sc3ccccc3c2n(Cc2ccccc2F)c(=O)n1Cc1ccccc1,4%,-3,0,1%,0%,13,1.8%,0,0
Cc1cc(=O)[nH]c(N/N=C/c2c(C)nn(-c3ccc(F)cc3)c2Cl)n1,-2%,2,-3,-1%,-4%,1,0.8%,2,-1
Cc1ccc(-c2cc(C(F)(F)F)n3nc(-c4ccc(Cl)cc4)cc3n2)cc1,4%,-14,0,-3%,0%,1,9.7%,0,12
CCCCCC(=O)N1C[C@@H](n2cc(C3CC3)nn2)[C@H](O)C[C@@H]1c1ccccc1,-3%,-14,·,-6%,-5%,·,·,·,·
CC(c1ccccc1)N1C(=O)c2ccc(C(=O)Nc3ccc(Br)cc3C(=O)O)cc2C1=O (stereo not drawn),-4%,-1,-4,2%,2%,-12,-3.0%,2,0

# (cont.)
SMILES,Vif-A3G inh,LDHA inh,D1 PAM,Glioma ERSR ind,Vif-APOBEC3F blk,D1 antagonist,RXFP1 ag,D1 agonist,D2 PAM
CCN1C(=O)/C(=C2/Sc3ccc(OC)cc3N2C)SC1=Nc1ccc(OC)cc1,-3%,9,0,5%,-13%,8,-1.5%,2,6
COc1ccc(S(=O)(=O)N2CCC(C(=O)N3CCCCC3)CC2)cc1Cl,1%,0,3,-3%,0%,-7,2.3%,1,0
CC(C)C(C)(C#N)NC(=O)COC(=O)C1CCN(S(=O)(=O)c2ccc3c(c2)OCCO3)CC1 (stereo not drawn),-5%,-7,·,-3%,-1%,·,·,·,·
Cc1ccc(NC(=O)COC(=O)CCC(=O)c2ccc(C(C)(C)C)cc2)c([N+](=O)[O-])c1,0%,-3,-2,-4%,-1%,6,2.1%,10,2
O=C(Nc1cc(C(F)(F)F)ccc1N1CCOCC1)c1cccs1,-1%,-1,4,-3%,-8%,1,-0.7%,0,15
CN(C)c1ccc(CNc2nc(-c3ccco3)nn2C(=O)c2cccc([N+](=O)[O-])c2)cc1,1%,-3,-1,-6%,3%,-7,-3.9%,-3,-1
CC(C)c1ccc(OCC(=O)Nc2ccccc2C(=O)N2CCOCC2)cc1,5%,-8,2,-2%,3%,2,-0.6%,-1,-7
CNS(=O)(=O)c1cccc(C(=O)OC2CCCCC2=O)c1 (stereo not drawn),1%,-9,5,-3%,2%,11,1.9%,4,-7
Cc1cc(C(=O)CSc2nnc(-c3ccco3)o2)c(C)n1-c1ccc2c(c1)OCCO2,1%,-5,-7,2%,3%,-22,1.4%,5,15
O=C(CCS(=O)(=O)c1cc(Br)cc2c1N(C(=O)C1CC1)CC2)N1CCN(c2ccc(F)cc2)CC1,4%,-5,-5,-1%,5%,-8,-4.4%,2,0
CCCS(=O)(=O)Nc1cc(-c2cn3cccc(C)c3n2)ccc1C,-1%,-2,4,0%,-3%,1,-2.6%,1,-2
CCCCOc1ccc(CSC(CC(=O)O)C(=O)O)cc1 (stereo not drawn),2%,-2,-3,-7%,-3%,3,2.2%,2,21
COc1ccc2oc(C(=O)OCC(=O)NC3CCS(=O)(=O)C3)c(C)c2c1 (stereo not drawn),-7%,3,·,-6%,-7%,·,·,·,·
NC(=O)c1ccsc1NC(=O)C1CCCN1S(=O)(=O)c1ccc(Cl)cc1 (stereo not drawn),-3%,3,-4,-6%,4%,-4,-1.1%,6,-3
CCN(CC)CCNc1ccnc2cc(Cl)ccc12,5%,-7,-1,-4%,-1%,2,2.3%,3,-16
O=C(Oc1ccc(-c2ccccc2)cc1)N1CCCCC1,-3%,-3,-5,6%,5%,-19,1.6%,0,·
COc1ccc(S(=O)(=O)NC(C)C(=O)NCc2ccco2)cc1OC (stereo not drawn),5%,1,1,-3%,3%,-30,2.2%,-1,-1
CCc1nnc(NS(=O)(=O)c2ccc(NC(=S)Nc3ccc(F)cc3)cc2)s1,7%,12,-3,-4%,-14%,-18,-0.1%,5,-6
COc1cccc(-c2cc(C(=O)Nc3ccc(Br)c(C)c3)[nH]n2)c1,2%,-9,-2,-2%,-7%,5,-0.1%,7,-7
COc1ccc2nc(SCCN(C)C)[nH]c2c1,2%,-4,0,1%,-2%,-14,-1.6%,-1,·
Cc1ccc(Cl)cc1N1CCN(C(=O)CCCn2c(=O)c3cccn3c3cccnc32)CC1,1%,0,-3,-2%,5%,25,0.9%,1,-8
NC(=O)c1ccc(C(F)(F)F)n(Cc2c(Cl)cccc2Cl)c1=O,-4%,3,0,0%,0%,23,-3.3%,16,3
CCOC(=O)c1nonc1NC(C)=O,0%,-5,-5,-4%,-2%,0,1.9%,1,-11
CCOC(=O)Cc1csc(NC(=S)NC(=O)c2cc(OC)c(OC)c(OC)c2)n1,-11%,-4,-3,-3%,-7%,13,0.8%,1,12
C[C@@H]1CCCCO[C@H](CN(C)Cc2ccc(C(=O)O)cc2)[C@@H](C)CN([C@H](C)CO)C(=O)c2cc(NC(=O)CCC(F)(F)F)ccc2O1,0%,-1,·,-5%,0%,·,·,·,·
CCN(CCCNC(=O)CCc1nc(-c2ccc(OC)cc2)no1)c1cccc(C)c1,-1%,19,-4,-3%,1%,-14,2.4%,3,·
O=C(/C=C\c1ccccc1)NCC(=O)N/N=C/c1ccc(O)cc1O,-15%,3,-2,-6%,-7%,6,2.1%,2,10
CCC(CC)NC(=O)COC(=O)c1ccc2c(c1)C(=O)N(Cc1ccco1)C2=O,-1%,1,-4,0%,-13%,-3,0.0%,2,-8
CCOC(=O)c1cc(-c2ccc(C)cc2)n(CC(=O)Nc2ccc(OC)c(Cl)c2)c1C,-23%,-12,-8,?,?,-20,-0.3%,3,0
CCCCn1c(N)c(N(CCOC)C(=O)CSCc2c(C)noc2C)c(=O)[nH]c1=O,2%,-3,4,-1%,1%,1,2.3%,1,-5

# An excerpt from above in order of the Glioma ERSR ind value, high to low:
structure | Glioma ERSR ind
CCCS(=O)(=O)Nc1cc(-c2cn3cccc(C)c3n2)ccc1C | 0%
O=C(Nc1cc(C(F)(F)F)ccc1N1CCOCC1)c1cccs1 | -3%
CCc1nnc(NS(=O)(=O)c2ccc(NC(=S)Nc3ccc(F)cc3)cc2)s1 | -4%

# Assay outcomes: PubChem BioAssay, National Center for Advancing Translational Sciences (NCATS)

# The list is partial; count on the stated rates, not on these rows.
